HEK293 tox – cytotoxic in the GLP-1 receptor inverse agonist counter-screen. hit rate 0.13% among 410,000. Potency, µM (top dose mostly 38.3 µM), inactives show top-dose activity change, negative = inhibition, usual class: inhibitors. HEK293 cAMP-luciferase reporter cells, luminescence, 24 h;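 note: loss of luciferase light is scored as toxicity; potency is the fitted concentration of half-maximal effect; % is set by controls: 0 for no effect and ±100 for the full control effect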
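Step one: seed cells (200 cells/uL, DMEM with 10% Nu serum, 1% pen-strep). Step two: 12-hour incubation at 37 deg C. Step three: pin 23 nL compound, incubate 24 hr. Step four: add luciferase reagent, read luminescence 12 min later.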
TDP43 rescue – inhibitors of TDP-43 toxicity in yeast. TDP-43 expressing yeast growth rescue, BacTiter-Glo, 24 h. Potency, µM (top dose mostly 46.1 µM), for inactives: at the top dose growth rescue (activation), hits mostly activators. hit rate 1.8% among 410,000. AID 652104; note: potency is the fitted concentration of half-maximal effect; % of control where 0% means no effect; nearly all actives have a fitted effect of over 50% in size
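Readout is BacTiter-Glo luminescence of cell growth, so inhibitors register as activators. TDP-43-expressing yeast at OD600=0.02 in galactose medium, after raffinose pregrowth to mid-log, were incubated with compound for 24 hr at 30 deg C.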
DRD3 agonist – D3 dopamine receptor (human) agonism | hit rate 0.58% among 410,000 | AID 652048 | D3R DiscoveRx beta-arrestin cells, luminescence, 90 min | max activation, % | P35462; in the data active = max activation above about 30%; note: 0% is about no effect; mostly tested at two doses, the higher about 12 µM
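Agonist-mode cell screen: cells plated at 1500/well and incubated overnight at 37 °C, then exposed to library compounds for 90 min at 37 °C. Detection reagent was added for 30–60 min at room temperature, and luminescence was read.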
aSyn rescue – inhibitors of alpha-synuclein toxicity in yeast | Yeast expressing alpha-synuclein, growth rescue, BacTiter-Glo, 24 h | Potency, µM (top dose mostly 46.1 µM), without a hit: at the top dose growth rescue (activation), most hits filed as activators | hit rate 0.14% among 370,000; note: potency is the fitted concentration of half-maximal effect; % of control where 0% means no effect; nearly all actives have a fitted effect of over 65% in size
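Readout is rescue of growth in alpha-synuclein-expressing yeast, so inhibitors of toxicity appear as activators. Growth after 24 hr at 30 deg C in galactose medium is quantified by luminescence.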
PTHR1 agonist – agonists of human PTHR1 parathyroid hormone receptor; AID 743266; Q03431; HEK293 GP2 PTHR1 cells, GloSensor cAMP luminescence, 1 h; hit rate 0.075% among 410,000; Potency, µM (doses to about 115 µM), for the others: at the top dose activation, actives largely listed as activators; note: potency is the fitted concentration of half-maximal effect; nearly all actives have a fitted effect of over 55% in size; some results filed as inactive show a strong effect at the top dose; inactives centre near -15; many of its hits are not listed in these tables
Target sequence (Q03431 whole entry, looked up): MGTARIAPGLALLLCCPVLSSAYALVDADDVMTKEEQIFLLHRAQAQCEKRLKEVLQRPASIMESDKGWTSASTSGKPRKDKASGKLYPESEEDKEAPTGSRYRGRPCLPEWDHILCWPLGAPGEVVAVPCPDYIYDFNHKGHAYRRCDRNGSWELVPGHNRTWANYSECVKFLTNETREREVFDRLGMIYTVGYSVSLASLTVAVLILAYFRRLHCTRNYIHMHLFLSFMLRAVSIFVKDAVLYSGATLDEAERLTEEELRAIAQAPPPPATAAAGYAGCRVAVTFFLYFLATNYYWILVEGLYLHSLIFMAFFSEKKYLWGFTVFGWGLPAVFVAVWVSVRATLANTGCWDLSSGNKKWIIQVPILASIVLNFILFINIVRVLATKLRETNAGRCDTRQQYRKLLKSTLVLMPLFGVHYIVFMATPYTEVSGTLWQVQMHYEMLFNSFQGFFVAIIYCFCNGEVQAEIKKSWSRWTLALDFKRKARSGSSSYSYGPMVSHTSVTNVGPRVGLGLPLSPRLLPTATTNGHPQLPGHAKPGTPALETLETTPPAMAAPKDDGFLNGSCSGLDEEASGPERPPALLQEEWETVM
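HEK-293-derived GP2 cells expressing PTHR1 and a GloSensor cAMP reporter, 3,000/well, plated overnight, given luciferin plus IBMX (each 0.5 mM as added) for 1 h at 37 °C, then compound for 1 h at 37 °C. Luminescence was read after 15 min at room temperature.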
GLP-1R agonist – activates the human GLP-1 receptor; hit rate 0.007% among 380,000; AID 624172; P43220; Potency, µM (doses to about 45.6 µM), for the others: at the top dose activation, actives largely listed as activators; HEK293 GLP-1R CRE-luciferase, luminescence, 4-6 h; cells express a hypersensitive GLP-1R form; note: potency is the fitted concentration of half-maximal effect; % of control where 0% means no effect
Target sequence (P43220 whole entry, looked up): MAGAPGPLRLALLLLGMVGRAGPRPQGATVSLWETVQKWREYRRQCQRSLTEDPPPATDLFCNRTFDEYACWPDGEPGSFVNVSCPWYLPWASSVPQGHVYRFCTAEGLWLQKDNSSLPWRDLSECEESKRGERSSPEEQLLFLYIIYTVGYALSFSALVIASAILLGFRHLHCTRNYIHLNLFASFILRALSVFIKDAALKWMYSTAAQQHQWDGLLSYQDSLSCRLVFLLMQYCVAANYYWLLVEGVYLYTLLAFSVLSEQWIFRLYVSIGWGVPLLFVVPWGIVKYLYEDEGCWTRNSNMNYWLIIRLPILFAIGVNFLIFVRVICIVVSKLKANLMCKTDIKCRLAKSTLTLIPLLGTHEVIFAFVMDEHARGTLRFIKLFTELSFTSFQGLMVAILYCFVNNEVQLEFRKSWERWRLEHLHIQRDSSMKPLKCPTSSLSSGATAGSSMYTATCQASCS
D3 antag – blocks the human D3 dopamine receptor. hit rate 2.5% among 360,000. max response, negative = inhibition, %. D3R cells, DiscoveRx beta-arrestin luminescence, antagonist mode; active compounds read low; in the data active = max response below about -50%; inconclusive = no clear call, values can overlap the other calls; note: % is set by controls: 0 for no effect and ±100 for the full control effect; mostly tested at two doses, the higher about 12 µM
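Cells expressing the human receptor were seeded at 1500 cells/well, incubated overnight at 37 degrees C in 5% CO2, then exposed to library compounds with dopamine controls for 90 minutes at 37 degrees C before luminescent detection.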
KB-V1 cytotox – kills drug-selected multidrug resistant KB-V1 cells; hit rate 3.4% among 400,000; Potency, µM (doses to about 46.1 µM), inactives show at the top dose activity change, negative = cytotoxicity, most hits filed as cytotoxic; KB-V1 MDR cells viability, CellTiter-Glo, 72 h; note: potency is the fitted concentration of half-maximal effect; % is set by controls: 0 for no effect and ±100 for the full control effect; nearly all actives have a fitted effect of over 60% in size
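KB-V1, DMEM (no phenol red) + 10% FBS; cpd pin-transferred, titration series; 72 h, 37 degrees C; CellTiter-Glo, luminescence. Data normalized, curve-fit.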
GLP-1R inv ag – GLP-1 receptor (human) inverse agonism. Potency, µM (series often up to 38.3 µM), for inactives: top-dose activity change, negative = inhibition, actives largely listed as inhibitors. HEK293 GLP-1R CRE-luciferase, luminescence, 24 h; GLP-1R form is constitutively active. hit rate 1.6% among 410,000. P43220; note: potency is the fitted concentration of half-maximal effect; % is set by controls: 0 for no effect and ±100 for the full control effect; nearly all actives have a fitted effect of over 55% in size
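qHTS in 1536-well format: reporter HEK293 cells expressing constitutive GLP-1R activity in DMEM + 10% Nu serum, 24 hr with compounds at 37 deg C, luminescence read after 12 min with detection reagent.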
An asterisk follows results filed as active; i = inactive; ? = inconclusive; · = no result given; [ ] = remark or other dose. Unless noted, calls come from the whole dose curve; as a rule, active = well fitted curve in the direction sought with a large enough effect; inconclusive = small, poorly fitted or top-dose-only effect, or another doubt; inactive = no such curve, though single readings can be large; an effect the other way counts as inactive or inconclusive. These rows are one share of the data; rates above refer to the full screens.

Start of the data: the first 3 entries (preview)
SMILES	HEK293 tox	TDP43 rescue	DRD3 agonist	aSyn rescue	PTHR1 agonist	GLP-1R agonist	D3 antag	KB-V1 cytotox	GLP-1R inv ag
O=c1[nH]c(=S)n(CCC2=CCCCC2)c(O)c1C=NCCCn1ccnc1	-2.9%	-13.2%	-8.5	3.0%	i	-2.9%	-21.8	17.7%	-7.0%
Nc1c(C(=O)Nc2ccc(OC(F)(F)F)cc2)sc2nc3c(cc12)N1CCC3CC1	2.0%	5.0%	-3.3	·	-37.1%	·	·	·	?
O=C(C(Cc1ccccc1)NS(=O)(=O)c1ccc(F)cc1)N1CCC2(CC1)OCCO2 (configuration not stated)	-1.6%	5.2%	-8.2	1.3%	-20.0%	2.7%	33.9	0.0%	0.4%

All compounds of this part, previewed entries included:
SMILES	HEK293 tox	TDP43 rescue	DRD3 agonist	aSyn rescue	PTHR1 agonist	GLP-1R agonist	D3 antag	KB-V1 cytotox	GLP-1R inv ag
O=c1[nH]c(=S)n(CCC2=CCCCC2)c(O)c1C=NCCCn1ccnc1	-2.9%	-13.2%	-8.5	3.0%	i	-2.9%	-21.8	17.7%	-7.0%
Nc1c(C(=O)Nc2ccc(OC(F)(F)F)cc2)sc2nc3c(cc12)N1CCC3CC1	2.0%	5.0%	-3.3	·	-37.1%	·	·	·	?
O=C(C(Cc1ccccc1)NS(=O)(=O)c1ccc(F)cc1)N1CCC2(CC1)OCCO2 (configuration not stated)	-1.6%	5.2%	-8.2	1.3%	-20.0%	2.7%	33.9	0.0%	0.4%
N#CC1=C(N)Oc2c(c(=O)sc3ccccc23)C1c1ccncc1 (configuration not stated)	-8.8%[7.66 µM]	-26.5%	-0.9	1.1%	-23.2%	-1.9%	9.7	-20.6%	-18.1%[7.66 µM]
COc1ccc(CN2CCCC(C(=O)c3sccc3C)C2)cc1O (configuration not stated)	-2.5%	20.7%	-20.1	1.5%	-23.4%	9.5%	-73.8*	?	?
Cc1cccc(C(=O)NC(Oc2ccccc2)C(Cl)(Cl)Cl)c1 (configuration not stated)	69.6%[activator]	21.3%	3.6	0.2%	?	1.7%	-13.8	4.0%	-35.9%
COC(=O)[C@@H]1N=C(c2ccc(OC)cc2)O[C@]12C(=O)N(Cc1ccccc1)c1ccccc12	-2.1%	0.0%	7.1	10.0%	i	-0.9%	28.6	?	?
CP(=O)(O)CCCN	10.8%	-13.4%	-1.3	-11.2%	-2.3%	6.3%	18.7	0.3%	9.0%
Cc1cc2ccccc2c(=O)n1CC(=O)NCC(=O)N1CCC2(CC1)OCCO2	-4.7%	23.7%	7.1	0.8%	-15.9%	0.0%	0.6	6.1%	4.5%
N#C/C(=C\c1ccc(O)cc1)C(=O)O	-12.8%	11.2%	13.6	0.5%	i	-2.2%	14.9	14.0%	0.0%
Cc1[nH]c2ccccc2c1CCCNC1CCCCC1	8.3%[1.53 µM]	-13.9%	-29.0	-3.1%	-22.8%	7.8%	?	?	?
COC(=O)C1=C(c2ccc3ccccc3c2)C[C@@H]2CC[C@H]1N2C(=O)NCc1ccc(C(F)(F)F)cc1	-33.4%	-0.5%	-5.3	?	i	-1.3%	-29.7	?	?
C[n+]1ccc(-c2cc[n+](C)cc2)cc1	0.7%	5.7%	16.3	0.1%	i	3.2%	18.8	-13.0%	11.0%
CC(C)N1C(=O)CC2(CC[N+](C)(CCOC(=O)C(O)(c3ccccc3)c3ccccc3)CC2)C1=O (configuration not stated)	-2.5%	-19.3%	5.8	-10.1%	?	-26.3%	-7.7	-1.7%	0.1%
CCCCn1c(NS(=O)(=O)c2ccccc2)c(C(=O)OCC)c2nc3ccccc3nc21	444.5%[activator]	4.7%	4.1	-7.3%	-33.3%	-2.1%	20.9	?	-11.0%
CCC(=NCC1CCCO1)c1c(O)n(-c2ccccc2)c(=O)[nH]c1=O (configuration not stated)	11.5%	-0.5%	-9.4	-1.6%	i	-3.5%	?	-1.8%	6.7%
COCCCn1c(N)c(C(=O)OC(C)COC)c2nc3ccccc3nc21 (configuration not stated)	425.4%[activator]	0.8%	3.9	-0.5%	i	1.3%	46.2	?	27.8%
O=P(Oc1ccccc1)(Oc1ccccc1)C(Nc1ccccc1)c1ccccc1 (configuration not stated)	3.3%	-2.9%	4.9	-8.6%	-59.5%	-14.4%	0.0	13µM*	?
O=C(/C=C/c1ccccc1)c1c(O)n(CCc2ccccc2)c(=O)[nH]c1=O	-3.2%	10.3%	-7.3	23.6%	-31.2%	0.2%	-25.2	6.51µM*	-5.2%
O=C(Nc1ccc(Br)cc1)N1C[C@H]2C[C@@H](C1)c1cccc(=O)n1C2	-6.5%	20.1%	22.8	-2.0%	-5.4%	-4.8%	-11.6	17.2%	13.2%
Cc1cc(OCC(=O)N2CCC(C(N)=O)CC2)c2c3c(c(=O)oc2c1)CCCC3	3.0%	15.2%	-6.5	-3.9%	i	-1.3%	-9.8	16.5%	-19.3%
O=C(OCC(=O)c1ccc([N+](=O)[O-])cc1)/C(=C/c1ccc(Cl)cc1)NC(=O)c1ccccc1	4.9%	6.0%	1.5	-0.4%	i	-0.5%	13.9	-3.4%	16.8%
CC1CNCCN1c1ccc(Cl)cc1 (configuration not stated)	5.7%	-10.5%	7.9	13.9%	-0.4%	7.8%	11.1	-17.4%	-15.4%
CCCCn1c(O)c(C(C)=Nc2ccc(C(=O)O)cc2)c(=O)[nH]c1=O	6.4%	-26.1%	-1.3	-10.3%	-8.8%	-7.6%	-7.4	11.1%	-7.3%
N#CC1=C(N)Oc2c(c(=O)oc3ccccc23)C1c1ccc(OC(=O)N2CCOCC2)cc1 (configuration not stated)	-0.8%	-1.5%	7.3	-1.5%	-6.6%	12.5%	2.9	?	77.6%[activator]
O=C(Nc1ccc(F)c([N+](=O)[O-])c1)N1C[C@H]2C[C@@H](C1)c1cccc(=O)n1C2	0.5%	-6.2%	-0.8	-1.3%	i	-3.5%	-10.6	3.0%	12.8%
CC1=C/C(=N\NC(=S)NCCc2ccccc2)CC(C)(C)C1	-13.8%	-21.3%[1.82 µM]	-15.5	-11.3%	-2.5%	14.8%	-7.5	11.9%	?
Cc1nn(Cc2ccc(Cl)cc2)c(C)c1NC(=O)c1cc(-c2ccc3c(c2)OCO3)on1	?	-7.0%	14.2	6.8%	i	-4.6%	27.8	-19.1%	?
O=C(CNC(=O)c1cccc(Cl)c1)Nc1ccc(Br)cc1C(=O)c1ccccc1	-12.5%	28.9%	-13.8	2.7%	i	-1.5%	-7.8	?	?
CCOC(=O)CSc1ccc(C(=O)N2CCC3(CC2)OCCO3)cc1[N+](=O)[O-]	0.3%	4.9%	2.7	-1.8%	-3.1%	-1.8%	0.1	7.4%	35.4%
CC1OC(C[N+](C)(C)C)CC1O (configuration not stated)	1.1%	17.9%	4.0	1.5%	-3.8%	7.4%	-6.7	-3.8%	10.3%
Cc1ccc2c(c1)=NC(=O)/C(=C/c1c(O)[nH]c(=O)[nH]c1=O)C=2	2.9%	0.0%	5.1	-0.9%	-29.8%	6.2%	2.9	1.4%	11.4%
CCN1CCN(c2ccc([N+](=O)[O-])cc2C=C2C(=O)NC(=O)NC2=O)CC1	-11.2%	12.4%	-3.1	-4.1%	-2.8%	-7.9%	6.9	-6.0%	6.2%
CCCC(C)C1(CC)C(=O)NC(=Nc2ccccc2)NC1=O (configuration not stated)	-12.4%	0.0%	1.8	-16.6%	-22.2%[57.5 µM]	-8.8%	13.1	?	0.0%
COc1ccc(CC(C)NCCC(c2ccccc2)c2ccccc2)cc1 (configuration not stated)	?	-0.9%	-19.9	8.9%	-38.9%[inhibitor]	1.8%	?	?	?
Cn1c(O)c(C(c2ccccn2)c2c(O)n(C)c(=S)[nH]c2=O)c(=O)[nH]c1=S	-7.9%	?	-3.2	-1.6%	i	1.5%	-16.0	-1.5%	15.2%
COC(=O)C1=C(c2ccc3ccccc3c2)C[C@@H]2CC[C@H]1N2C(=O)NC1CC1	1.3%	11.4%	-9.1	0.4%	-25.2%	2.4%	0.2	-1.9%	-11.7%
Cc1ccc(-n2c(C)cc(/C=C3/C(=O)NC(=O)N(C)C3=O)c2C)cc1	-0.1%	16.8%	-1.5	4.6%	-19.1%	-3.4%	5.0	1.8%	0.2%
CN(C)C(=O)NC(O)C(Cl)(Cl)Cl (configuration not stated)	-14.6%	-9.7%	0.5	1.1%	-13.6%	3.5%	20.4	-7.5%	5.6%
O=C(CNS(=O)(=O)c1cccs1)N1CCC2(CC1)OCCO2	0.5%	1.5%	-10.4	-8.6%	i	-6.0%	1.9	0.0%	4.3%
Nc1c(C(=O)NCC2CCCO2)c2nc3ccccc3nc2n1Cc1ccco1 (configuration not stated)	·	-6.6%	4.4	-0.6%	i	19.3%	9.6	-18.2%	?
O=C(Nc1ccon1)c1cccn(Cc2cccc(Cl)c2)c1=O	2.2%	17.7%	-5.8	·	-24.0%	·	·	·	11.5%
CC1CCC(N2CCN(C(=O)COc3ccccc3)CC2)CC1 (configuration not stated)	-9.4%	1.1%	-29.7	-4.2%	-15.9%	8.3%	-20.1	-29.6%	-25.0%
Cc1sc2c(c1C)C(c1ccc(C(C)(C)C)cc1)=NCC(=O)N2CC(=O)Nc1nccs1	?	0.0%	-4.9	-1.2%	-10.4%[57.5 µM]	0.1%	16.6	20.6µM*	?
C=CCN1C(=O)c2ccccc2Sc2ccc(C(=O)N3CCC4(CC3)OCCO4)cc21	-16.8%	-15.1%	-2.6	-8.9%	-40.0%	11.1%	18.1	-31.8%	-20.9%
Cc1cc(C(=O)N=Nc2c(O)n(C)c3ccccc23)c(C)o1	-4.5%	11.0%	2.8	0.4%	i	0.5%	-2.6	4.5%	7.0%

Source: PubChem
